T cell HTS: T cell immune modulation candidate; 2C CD8+ T cell-vesicle binding, flow cytometry; active compounds read low; calls only at 7 µM; AID 2052; 330,000 compounds, 0.068% hits;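 active means response, share of CD8 T cells binding vesicles, and their 90th percentile fluorescence all below set limits, cut at about 80% in these data, passing the limit was not always enough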
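Assay system – 2C mouse CD8+ T cells · Also added – QL9-loaded Drosophila micro-vesicles · Timing – Cell–vesicle co-incubation 1.5 h at 37 °C, staining 20 min on ice · Signal – flow cytometry of vesicle-bound cells · Measure – percent CD8+ FL2 mean versus row control · Controls – Peptide-free naked vesicles (low) and QL9 vesicles with 0.7% DMSO vehicle (high)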
LYP inhibition: inhibitors of LYP phosphatase, biochemical, fluorescence intensity, uHTS (AID 1779). recombinant LYP phosphatase, fluorescence intensity; higher % means a stronger effect. inhibition, % at 11.5 µM; hits with a dose series show IC50 in µM. 290,000 compounds, 0.054% hits; in the data active means inhibition above about 50%;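 further: plate controls were vehicle with enzyme for no effect and no enzyme for full effect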
GPR55 activation: selective activators of receptor GPR55 – imaging, U2OS cells, beta-arrestin-GFP redistribution, primary screen (AID 1961); U2OS GPR55 beta-arrestin-GFP redistribution imaging; higher % means a stronger effect; one-dose activation, % at 10 µM; EC50 in µM for titrated hits; 290,000 compounds, 0.048% hits;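 active means activation above 40% with more than 50 cells counted in the well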;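 further: U2OS osteosarcoma cells stably expressing GPR55 and beta-arrestin-GFP; plate controls were DMSO negative control for no effect and LPI positive control for full effect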
NTR1 agonist: NTR1-driven beta-arrestin-GFP spot formation – imaging, U2OS cells, high content, primary screen (AID 493036); P30989; activation, % at 20 µM; 330,000 compounds, 0.17% hits; agonist mode;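 active means activation at or above 40% of the spot to cytoplasm intensity ratio, with at least 20 cells analyzed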;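 further: 0% = DMSO without peptide and 100% = 100 nM NTR1 peptide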
Target sequence (P30989 whole entry, looked up): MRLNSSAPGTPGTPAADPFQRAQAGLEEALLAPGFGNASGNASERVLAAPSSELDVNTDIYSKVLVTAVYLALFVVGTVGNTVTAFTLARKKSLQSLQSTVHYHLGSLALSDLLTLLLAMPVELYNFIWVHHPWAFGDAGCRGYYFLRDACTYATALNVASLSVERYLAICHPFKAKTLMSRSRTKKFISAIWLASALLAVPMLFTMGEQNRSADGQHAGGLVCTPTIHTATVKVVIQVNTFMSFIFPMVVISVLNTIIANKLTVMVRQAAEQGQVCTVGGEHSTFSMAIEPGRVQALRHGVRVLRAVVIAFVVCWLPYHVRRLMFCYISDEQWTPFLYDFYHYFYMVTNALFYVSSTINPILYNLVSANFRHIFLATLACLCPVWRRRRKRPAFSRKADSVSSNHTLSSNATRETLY
MgcRacGAP inhibition: MgcRacGAP GTPase-activating activity inhibitors, confirmation, biochemical, ADP Hunter fluorescence; MgcRacGAP-stimulated Rac1 GTP hydrolysis, ADP Hunter fluorescence; higher % means a stronger effect; GST-tagged Rac1 F28L mutant substrate; one-dose inhibition, % at 30 µM; IC50 in µM for titrated hits; 340,000 compounds, 0.6% hits; AID 624330;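 active means first-screen hits whose inhibition reached a set limit at any dose in the follow-up dose series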;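 further: fluorescence reports GDP produced by GAP-driven GTP hydrolysis; strong numbers were not always called active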
SV40 large T antigen: TAg ATPase/helicase activity blockers – biochemical (AID 1903); SV40 large T antigen ATPase/helicase inhibition assay; higher % means a stronger effect; one-dose inhibition, % at 20 µM; IC50 in µM for titrated hits; 310,000 compounds, 0.39% hits; in the data active means a potency from the dose series; further: strong numbers were not always called active
GPR35 antagonists: GPR35 antagonists blocking zaprinast-driven arrestin recruitment, primary screen, imaging, U2OS, beta-arrestin-GFP, zaprinast agonist (AID 2058); U2OS GPR35 beta-arrestin-GFP translocation imaging, zaprinast antagonism; higher % means a stronger effect; one-dose inhibition, % at 10 µM; IC50 in µM for titrated hits; 290,000 compounds, 0.052% hits;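 active means inhibition of at least 50% with at least 30 cells and total cytoplasm GFP at most 10,000,000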
GPR55 LPI antagonism: GPR55 antagonists blocking LPI-driven arrestin recruitment, primary screen, imaging, U2OS, beta-arrestin-GFP, LPI agonist (AID 2013) | U2OS GPR55 beta-arrestin-GFP translocation imaging, LPI antagonism; higher % means a stronger effect | one-dose inhibition, % at 10 µM; IC50 in µM for titrated hits | 290,000 compounds, 0.13% hits;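 active means spots per cell inhibited over 60%, with over 100 cells counted and total cytoplasm intensity under 500,000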;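 further: U2OS cells stably carrying GPR55 and arrestin-GFP stimulated by 5 µM LPI near EC80; imaged beta-arrestin-GFP aggregate spots per cell after agonist stimulation; plate controls were LPI-stimulated DMSO wells for no effect and DMSO wells without LPI for full effect; some results filed as inactive read as strong as hits; confirmed hits need IC50 under 10 µM and bright autofluorescent wells are also inconclusive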
Hep lipid drop: hepatic lipid droplet formation modulation; AML12 mouse hepatocytes, oleate lipid droplets, BODIPY imaging; inhibition, % at 6.5 µM; AID 1656; 240,000 compounds, 0.4% hits;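 active means lipid droplet intensity inhibited by at least 50%, with more than 500 cells counted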
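Test system: AML12 hepatocytes (mouse); reagent: oleate loading, 100 µM; dosing: one dose, 6.5 µM compound; incubation: overnight exposure; signal: fluorescence imaging, 20x objective, two fields per well; read-out basis: % inhibition of corrected integrated BODIPY droplet signal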
Hep lipid drop cells 6.5 µM: also measured in Hep lipid drop; calls as there; cell count; measured here: cell count, cytotoxicity flag;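 cells counted across two imaged fields per well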
T cell HTS vesicle-bound %: recorded beside T cell HTS, whose call it bears; double positive events, %; measured here: CD8+ vesicle-bound cell fraction;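 binding gate set so that unloaded-vesicle control wells show 10% double positive cells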
NTR1 agonist cell count 20 µM: second read-out of NTR1 agonist, no call of its own (marks repeat the call); cell count; measured here: cell count, cytotoxicity flag
An asterisk follows results filed as active; i = inactive; / = not tested or not shown.

SMILES	T cell HTS	T cell HTS vesicle-bound %	LYP inhibition	GPR55 activation	NTR1 agonist	NTR1 agonist cell count 20 µM	MgcRacGAP inhibition	SV40 large T antigen	GPR35 antagonists	GPR55 LPI antagonism	Hep lipid drop	Hep lipid drop cells 6.5 µM
COc1ccccc1C1SCCN1S(C)(=O)=O (centres undefined)	i	16.4	-6.8%	0.2%	-1.8	37	0.6%	7.6%	-15.2%	-3.6%	/	/
Cc1cc(C)c2cc(C)c3nnc(SCC(=O)NCc4ccc5c(c4)OCO5)n3c2c1	i	44.7	0.2%	-0.2%	4.6	84	4.6%	16.5%	-0.8%	12.6%	/	/
Cc1cc(C(=O)NNC(=S)NCc2ccco2)n(C)n1	i	61.6	-7.8%	-0.4%	0.1	74	7.7%	-6.0%	-1.5%	12.5%	-12.9	739
CC(C)c1ccc(/C=C/C(=O)n2nnc3ccccc32)cc1	i	10.2	-2.0%	1.4%	2.1	82	0.1%	3.9%	-1.2%	-4.6%	5.1	668
CCOC(=O)Cc1nn(Cc2ccc(Cl)cc2)c(=O)c2ccccc12	i	51.6	1.0%	0.3%	-2.4	88	8.1%	10.3%	3.6%	4.0%	-28.3	654
COc1ccc(CC(NC(C)=O)C(=O)NC2CCN(c3nc(C)cc(C)c3C#N)CC2)cc1 (centres undefined)	i	31.3	-8.2%	-0.1%	-0.5	38	6.1%	9.4%	4.3%	8.2%	3.7	699
Cc1ccc(S(=O)(=O)NCCC(=O)OCC(=O)NCCc2ccccc2)cc1C	i	27.8	/	/	1.0	44	1.6%	-0.1%	/	/	/	/
O=C(O)COc1ccc(/C=N/NC(=O)C(O)(c2ccccc2)c2ccccc2)cc1	i	25.3	-2.9%	-0.1%	1.0	79	3.3%	10.1%	-8.5%	2.7%	3.6	413
O=C(COc1coc(CN2CCc3ccccc3C2)cc1=O)Nc1cccc(F)c1	i	13.5	/	/	15.5	56	5.2%	6.8%	/	/	/	/
CCOC(=O)c1c(C)c(C(=O)Nc2ccc3c(c2)OCCO3)c(C)n1C	i	33.2	-1.3%	0.6%	0.6	60	6.6%	2.7%	-9.7%	-13.6%	-7.9	630
CCOC(=O)C1CCN(C(=O)c2cc(C)n(C(C)(C)C)n2)CC1	i	25.3	-7.8%	-0.2%	-0.1	52	5.3%	0.9%	-12.5%	7.3%	-14.2	631
CC(CN1CCCC1)OC(=O)C(c1ccccc1)c1ccccc1 (centres undefined)	i	35.5	1.5%	0.0%	2.1	48	6.8%	7.3%	-0.6%	/	-23.8	784
CC(=O)Cn1c(N2CCC(Cc3ccccc3)CC2)nc2c1c(=O)[nH]c(=O)n2C	i	12.6	-6.2%	0.7%	5.2	62	0.4%	7.7%	-2.6%	-3.2%	/	/
COc1ccc(CN2CCN(CCCc3ccccc3)C(CCO)C2)c(OC)c1 (centres undefined)	i	52.7	-5.4%	-0.4%	0.8	59	3.2%	23.1%	-1.3%	11.4%	-3.5	832
Fc1cccc(CCN2CCNC[C@H]2Cc2cccc3ccccc23)c1	i	31.7	/	/	14.1	96	7.1%	9.7%	/	/	/	/
O=C(NC1CCCN(Cc2ccc(Cl)cc2)C1)c1cccc(F)c1 (centres undefined)	i	65.7	-8.8%	0.1%	-0.7	54	8.8%	5.0%	1.7%	9.3%	-4.1	808
Cc1[nH]n(-c2ccccc2)c(=O)c1/C=C1\C=NN=C1c1ccccc1	i	51.5	7.3%	0.0%	27.4	58	13.9%	13.0%	-7.1%	5.9%	-13.8	666
Nc1ccc(S(=O)(=O)NC2(C(F)(F)F)NC(=O)N(c3ccccc3F)C2=O)cc1 (centres undefined)	i	30.6	-8.8%	0.6%	3.4	61	-4.6%	1.4%	-13.2%	7.4%	-3.0	812
COc1ccccc1N1CCN(C(c2cccs2)C(C)NC(=O)C(=O)N2CCCCC2)CC1 (centres undefined)	i	5.9	-4.8%	-0.2%	0.3	57	4.9%	1.9%	-9.1%	-7.9%	0.7	678
CCC(Oc1ccccc1)C(=O)Nc1ccccn1 (centres undefined)	i	23.0	-10.7%	-0.2%	-1.1	76	8.0%	23.0%	-1.0%	2.8%	/	/

3 structures from above, arranged by formula weight, lowest first:
SMILES	T cell HTS	T cell HTS vesicle-bound %	LYP inhibition	GPR55 activation	NTR1 agonist	NTR1 agonist cell count 20 µM	MgcRacGAP inhibition	SV40 large T antigen	GPR35 antagonists	GPR55 LPI antagonism	Hep lipid drop	Hep lipid drop cells 6.5 µM
Fc1cccc(CCN2CCNC[C@H]2Cc2cccc3ccccc23)c1	i	31.7	/	/	14.1	96	7.1%	9.7%	/	/	/	/
Cc1cc(C)c2cc(C)c3nnc(SCC(=O)NCc4ccc5c(c4)OCO5)n3c2c1	i	44.7	0.2%	-0.2%	4.6	84	4.6%	16.5%	-0.8%	12.6%	/	/
COc1ccccc1N1CCN(C(c2cccs2)C(C)NC(=O)C(=O)N2CCCCC2)CC1 (centres undefined)	i	5.9	-4.8%	-0.2%	0.3	57	4.9%	1.9%	-9.1%	-7.9%	0.7	678

(cont.)
SMILES	T cell HTS	T cell HTS vesicle-bound %	LYP inhibition	GPR55 activation	NTR1 agonist	NTR1 agonist cell count 20 µM	MgcRacGAP inhibition	SV40 large T antigen	GPR35 antagonists	GPR55 LPI antagonism	Hep lipid drop	Hep lipid drop cells 6.5 µM
Cc1ccc(/C=N/NC(=O)c2cccc(S(=O)(=O)Nc3ccccc3Cl)c2)s1	i	15.6	5.9%	0.3%	0.3	40	9.0%	7.7%	26.8%	8.8%	19.6	615
Cc1[nH]c2ccccc2c1SCC(=O)O	i	56.7	-1.6%	-0.3%	-1.2	50	18.6%	11.4%	14.1%	12.3%	7.9	750
O=C(NCc1cc([N+](=O)[O-])ccc1O)c1cccc(NS(=O)(=O)c2ccccc2)c1	i	67.9	-3.8%	0.0%	-0.4	57	1.8%	22.0%	-18.4%	11.3%	3.8	724
CCc1ccc(C(=O)CSc2n[nH]c(-c3ccncc3)n2)cc1	i	15.3	-7.8%	0.0%	1.0	50	4.5%	15.3%	1.8%	-2.2%	-2.3	763
CCOc1ccc(NC(=O)C(=O)NCCN2CCN(S(=O)(=O)c3ccccc3)CC2)cc1	i	16.7	-4.7%	-0.2%	-2.9	40	-3.1%	-6.5%	12.5%	-2.6%	-14.9	767
O=C(Nc1ccc(Cl)cc1)N[C@@H]1c2c(ccc3ccccc23)OC[C@@H]1CO	i	21.0	7.6%	0.0%	34.1	41	-2.1%	4.9%	9.0%	-4.1%	/	/
CC(=O)c1ccc(S(=O)(=O)N2CCN(c3ccccc3F)CC2)cc1	i	40.3	0.4%	0.3%	-0.3	67	3.2%	-5.2%	-1.1%	8.2%	2.1	732
O=C(O)CCNC1CCCCC1	i	60.7	-4.2%	0.0%	-1.2	38	-2.3%	5.0%	4.2%	8.0%	11.8	424
CCN1CCN(C(=S)Nc2ccc(Cl)cc2)CC1	i	55.9	-4.9%	-0.1%	-1.5	49	0.5%	4.7%	-3.5%	6.0%	/	/
O=C(O)c1cccc(Nc2ncnc3ccc(Br)cc23)c1	i	57.5	0.5%	-0.2%	0.5	65	13.6%	12.7%	11.0%	-2.7%	22.0	705
O=C(COC(=O)CC1CC2CCC1C2)NC(=O)NC1CCCC1 (centres undefined)	i	20.7	-5.8%	0.5%	0.5	26	6.8%	15.4%	14.9%	-7.4%	-26.4	588
COc1ccc(C)cc1Nc1nc(-c2ccccc2O)nc2ccccc12	i	31.9	-0.8%	-0.1%	0.8	49	10.7%	3.6%	42.4%	8.1%	-2.1	861
O=C(NCCCn1ccnc1)c1cnn2c1NC(c1ccccc1)CC2C(F)(F)F (centres undefined)	/	/	3.2%	-0.1%	-1.1	35	7.8%	1.7%	-0.5%	1.0%	-0.9	762
O=C(NCc1ccccc1)c1ccc2ccccc2n1	i	50.6	-6.3%	0.2%	-0.8	45	11.0%	21.4%	12.4%	4.7%	-5.7	747
Cc1ccc(-c2cc(=O)c3cc(Cl)ccc3[nH]2)cc1	/	/	-2.7%	-0.2%	0.8	66	/	-1.1%	-9.7%	8.3%	2.2	739
Cc1onc(-c2c(Cl)cccc2Cl)c1C(=O)NCCc1ccc(S(N)(=O)=O)cc1	i	29.6	-5.8%	-0.1%	-1.1	81	2.1%	1.4%	7.4%	-9.9%	-8.3	767
CCCCC(Sc1nc(N)c(NC(=O)c2ccco2)c(=O)[nH]1)C(=O)O (centres undefined)	i	41.6	-9.5%	-0.1%	0.4	71	1.0%	19.1%	-12.4%	2.9%	-1.4	796
CC(C)CNC(=O)NC(=O)COC(=O)c1ccccc1Sc1ccc(C(F)(F)F)cc1[N+](=O)[O-]	i	42.9	6.7%	-0.2%	13.1	55	4.4%	23.7%	-21.9%	-4.9%	-3.8	667
O=C(c1ccccc1)c1ccc(OC(=O)N2CCOCC2)cc1	i	4.6	-4.2%	0.1%	1.7	58	11.1%	-0.7%	-3.3%	4.1%	/	/
O=C(CCCN1C(=O)/C(=C\c2cccs2)SC1=S)NNC(=O)c1cccnc1	i	41.7	1.2%	1.0%	2.0	52	7.2%	-2.2%	11.8%	0.7%	-2.0	709
CC(/C=N/n1c(-c2cc(C)[nH]n2)n[nH]c1=S)=C\c1ccccc1	i	36.7	1.5%	0.1%	-0.6	49	28.2%	31.8%	-5.2%	7.0%	11.0	386
CCOc1ccc(/C=C2\SC(N3CCCCC3)=NC2=O)cc1	i	62.4	-1.1%	-0.3%	3.6	85	10.3%	3.3%	2.8%	-8.4%	-0.2	811

Arranged by value in GPR55 activation (high to low): six of the compounds above.
Molecule | GPR55 activation
O=C(COC(=O)CC1CC2CCC1C2)NC(=O)NC1CCCC1 (centres undefined) | 0.5%
CC(/C=N/n1c(-c2cc(C)[nH]n2)n[nH]c1=S)=C\c1ccccc1 | 0.1%
O=C(NCc1cc([N+](=O)[O-])ccc1O)c1cccc(NS(=O)(=O)c2ccccc2)c1 | 0.0%
Cc1onc(-c2c(Cl)cccc2Cl)c1C(=O)NCCc1ccc(S(N)(=O)=O)cc1 | -0.1%
CC(C)CNC(=O)NC(=O)COC(=O)c1ccccc1Sc1ccc(C(F)(F)F)cc1[N+](=O)[O-] | -0.2%
Cc1[nH]c2ccccc2c1SCC(=O)O | -0.3%
